Screening results from PubChem BioAssay.
VIM-2 inhibitor – blocks Pseudomonas aeruginosa VIM-2 metallo-beta-lactamase | purified VIM-2, nitrocefin hydrolysis, epi-absorbance fluorescence | inhibition, % at 5.6 µM | hit rate 0.89% among 290,000 | AID 1527;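 active = inhibition above the mean of all tested compounds plus 3 SD, cutoff set per screening run, cut at about 7.5% in these data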;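 also: red hydrolysis product quenches plate fluorescence so inhibitors raise well fluorescence; 0% = enzyme with DMSO and 100% = DMSO without enzyme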
HCV NS3 hel inh – inhibitors of Hepatitis C virus NS3 helicase; NS3 helicase DNA unwinding, Cy5 molecular beacon fluorescence; inhibition, % at 10.9 µM; hit rate 0.56% among 290,000; AID 1800;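 active = inhibition above the mean of all tested compounds plus 3 SD, set per campaign, cut at about 35% in these data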;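 also: 0% = DMSO wells and 100% = thioflavine S control wells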
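Control set: DMSO versus 110 µM thioflavine S; Material: NS3 helicase fragment of HCV; Measured by: Cy5 fluorescence at 0 and 60 min, beacon hairpin quenching; Read-out basis: percent inhibition from t60/t0 fluorescence ratio; Times: reaction time 60 min, 25 °C; Repeats: single replicate; Compound dosing: single dose, 10.9 µM nominal final, DMSO 0.8% final.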
PHOSPHO1 inh – blocks human PHOSPHO1 phosphatase activity | hit rate 1.1% among 290,000 | recombinant PHOSPHO1, absorbance phosphatase assay | inhibition, % at 13.3 µM | Q8TCT1; in the data active = inhibition above about 60%
Target sequence (Q8TCT1 whole entry, looked up): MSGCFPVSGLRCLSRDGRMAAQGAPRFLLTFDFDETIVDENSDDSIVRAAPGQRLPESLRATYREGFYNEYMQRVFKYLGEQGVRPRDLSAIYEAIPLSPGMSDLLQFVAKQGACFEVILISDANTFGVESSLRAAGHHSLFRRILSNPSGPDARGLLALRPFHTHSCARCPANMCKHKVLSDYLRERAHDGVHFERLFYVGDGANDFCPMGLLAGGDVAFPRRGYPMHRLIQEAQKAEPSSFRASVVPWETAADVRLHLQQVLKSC
GalR3 antag – blocks the human galanin receptor 3; HEK293 GalR3-CNG cAMP membrane potential fluorescence; galR3 body fused to GalR1 C-terminus; O60755; inhibition, % at 3 µM; hit rate 0.44% among 360,000;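 active = inhibition above the screen-wide average plus 3 SD, cut at about 13% in these data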;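 also: forskolin and galanin both at EC90 stimulate the cells; cAMP rise reported by CNG channel membrane potential dye signal; 0% = forskolin plus galanin with DMSO and 100% = forskolin alone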
Target sequence (O60755 1-299 limits assumed): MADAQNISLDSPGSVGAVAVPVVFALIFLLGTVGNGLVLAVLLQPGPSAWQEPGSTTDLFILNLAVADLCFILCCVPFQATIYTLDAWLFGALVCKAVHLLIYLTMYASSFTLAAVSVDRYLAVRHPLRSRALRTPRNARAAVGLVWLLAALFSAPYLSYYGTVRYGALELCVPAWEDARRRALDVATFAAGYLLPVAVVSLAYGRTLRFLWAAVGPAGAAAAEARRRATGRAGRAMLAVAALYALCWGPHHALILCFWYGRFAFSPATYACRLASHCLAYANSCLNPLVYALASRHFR
IMP-1 inh – blocks Pseudomonas aeruginosa IMP-1 metallo-beta-lactamase. purified IMP-1, nitrocefin hydrolysis, epi-absorbance fluorescence. hit rate 0.45% among 290,000. inhibition, % at 5.6 µM;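 active = inhibition above the mean plus 3 SD of all compounds in the same screening run, cut at about 4.5% in these data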;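 also: 0% = IMP-1 with DMSO and 100% = DMSO wells lacking enzyme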
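Material – recombinant IMP-1 enzyme, purified · Amount – IMP-1 0.2 nM before substrate addition · Medium – HEPES buffer pH 7.1 with ZnSO4 and Brij 35 · Timing – 25 °C, 15 min preincubation, 25 min reaction · Measured by – plate fluorescence quenching by hydrolysis product, ex 480/em 530 nm · Read-out – percent enzyme inhibition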
OXTR agonist – agonists of human oxytocin receptor; CHO-OTR cells, Fluo-8 calcium fluorescence; normalized: DMSO 0%, oxytocin 100%; activation, % at 3 µM; hit rate 0.32% among 320,000;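 active = activation above the mean of all tested compounds plus 3 SD, cutoff set per screening run, cut at about 20% in these data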;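 also: peak over basal fluorescence ratio from a 100 s FLIPR kinetic read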
Target sequence (P30559 whole entry, looked up): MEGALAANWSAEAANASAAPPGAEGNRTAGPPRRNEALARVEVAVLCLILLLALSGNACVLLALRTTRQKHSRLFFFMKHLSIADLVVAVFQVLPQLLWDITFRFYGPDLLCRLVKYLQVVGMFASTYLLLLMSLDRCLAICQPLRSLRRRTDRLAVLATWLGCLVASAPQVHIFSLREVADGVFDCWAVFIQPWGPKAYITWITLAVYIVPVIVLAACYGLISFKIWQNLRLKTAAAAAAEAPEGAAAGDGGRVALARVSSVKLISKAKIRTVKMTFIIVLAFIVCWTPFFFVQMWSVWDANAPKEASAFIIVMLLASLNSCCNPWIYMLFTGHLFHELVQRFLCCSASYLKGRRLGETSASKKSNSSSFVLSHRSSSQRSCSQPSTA
V1aR counter – activates human V1a receptor in oxytocin agonist counter-screen; hit rate 0.25% among 320,000; AID 2797; activation, % at 3 µM; CHO-V1R cells, Fluo-8 calcium fluorescence, agonist mode; 0% DMSO, 100% 3 nM vasopressin; P37288;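 active = activation above the mean activation of all tested compounds plus 3 SD, per screening run, cut at about 20% in these data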;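 also: signal is peak over basal fluorescence ratio across a 100 second FLIPR read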
GPR7 antag – blocks human GPR7 receptor signaling; P48145; GPR7-expressing cells, fluorescence antagonist assay; inhibition, % at 4.4 µM; hit rate 1.1% among 290,000; in the data active = inhibition above about 16%, passing the limit was not always enough;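 also: cells stimulated with the agonist NPW; 0% = agonist with vehicle and 100% = vehicle without agonist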
FID counter – counter-screen for HCV NS3 helicase inhibitors: DNA intercalator displacement; hit rate 0.17% among 290,000; AID 1845; inhibition, % at 7.9 µM; DNA fluorescent intercalator displacement, fluorescence; in the data active = inhibition above about 37%;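 also: 0% = vehicle and 100% = reference compound; higher means more ethidium bromide displaced from hairpin DNA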
Starred values were filed as active, the others as inactive; . = not tested or not shown.

SMILES	VIM-2 inhibitor	HCV NS3 hel inh	PHOSPHO1 inh	GalR3 antag	IMP-1 inh	OXTR agonist	V1aR counter	GPR7 antag	FID counter
COc1cccc(-c2nnc(SCC(=O)Nc3cc(C)on3)o2)c1	-2.1	1	4	-4	-2.7	0.7	0.6	-10	-6
Cc1ccc(S(=O)(=O)NCC(=O)N/N=C/c2ccccc2O)cc1	-2.8	-2	32	-6	-1.9	-0.8	0.8	-5	2
O=c1cc(-c2ccccc2Cl)oc2c(NS(=O)(=O)c3cc(Cl)cc(Cl)c3O)ccc(O)c12	-2.4	13	4	.	-0.4	28*	15	13	-13
CCN(c1ccccc1)S(=O)(=O)c1cc([N+](=O)[O-])ccc1N	1.3	-2	6	-4	-1.5	-2.3	-1.9	-6	14
CCSc1nc2ccccc2n1Cc1cccc([N+](=O)[O-])c1	-1.9	0	30	-1	-1.4	-1.9	-1.2	-1	-5
CC(C)OC(=O)c1c(NC(=O)c2cccs2)sc2c1CCCC2	-0.7	0	1	-3	-1.6	-0.1	0.4	-7	-2
CCCCc1nc2ccccc2n1Cc1nnc2n1-c1ccccc1SC2	-2.9	-2	2	0	-2.0	-1.3	-1.5	-6	-20
CCOc1ccc(C)cc1S(=O)(=O)n1cnc2ccccc21	-1.8	-11	44	-5	-3.7	-1.1	-0.3	25	-28
COC(C(=O)Nc1ccnn1C1CCN(Cc2ccccn2)CC1)c1ccccc1 (stereo not given)	-2.6	-7	18	-1	-1.7	0.4	0.7	-10	-9
CCN1/C(=C/c2sc(-c3ccccc3C)c[n+]2C)Sc2ccccc21	1.0	-29	-17	51*	-0.3	.	.	47*	0
Nc1nnc(Cc2ccc(Cl)c(Cl)c2)s1	-1.4	1	12	-3	-2.6	2.9	2.5	-11	-1
CC(=O)N/C(=N\c1nc(C)cc(C)n1)Nc1ccc2ccccc2c1	-0.1	0	3	-9	-3.5	0.6	0.7	-1	-7
Cc1ccccc1NC(=O)N1CCN(C/C=C/c2ccccc2)CC1	-1.4	-3	6	2	-1.4	1.0	1.1	-11	-4
C=CCN(CC=C)C(=S)NCCc1ccc(OC)c(OC)c1	2.9	-7	-9	-5	-3.0	0.0	1.2	-3	-10
O=C(NCc1ccccc1)C(c1ccc(Cl)cc1)N(C(=O)c1csnn1)C1CC1 (stereo not given)	-4.2	0	28	-12	-2.3	1.3	5.1	8	-34

Single records (already shown). Order of screens: VIM-2 inhibitor	HCV NS3 hel inh	PHOSPHO1 inh	GalR3 antag	IMP-1 inh	OXTR agonist	V1aR counter	GPR7 antag	FID counter
Nc1nnc(Cc2ccc(Cl)c(Cl)c2)s1 as listed: -1.4	1	12	-3	-2.6	2.9	2.5	-11	-1
O=C(NCc1ccccc1)C(c1ccc(Cl)cc1)N(C(=O)c1csnn1)C1CC1 (stereo not given) as listed: -4.2	0	28	-12	-2.3	1.3	5.1	8	-34
CCSc1nc2ccccc2n1Cc1cccc([N+](=O)[O-])c1 as listed: -1.9	0	30	-1	-1.4	-1.9	-1.2	-1	-5

Continued:
SMILES	VIM-2 inhibitor	HCV NS3 hel inh	PHOSPHO1 inh	GalR3 antag	IMP-1 inh	OXTR agonist	V1aR counter	GPR7 antag	FID counter
Cc1cc(=O)oc2cc(OCC(=O)OCC(=O)NC3CC3)ccc12	0.7	14	2	-2	-1.7	1.4	3.8	-12	0
O=C(Oc1c(Cl)cc(Cl)c2cccnc12)c1ccco1	-4.5	3	-34	-3	-2.4	-0.7	0.3	-10	0
Cc1noc(/C=C/c2ccccn2)c1[N+](=O)[O-]	-2.2	-6	.	10	-3.0	-1.7	-0.2	-5	0
CCCNS(=O)(=O)c1ccc(NC(=O)c2cccnc2)cc1	1.8	0	-7	-6	-1.1	0.8	-0.2	11	-5
COc1ccc(-c2c(NC(=O)c3ccco3)oc3c(C)cccc3c2=O)cc1OC	-1.7	-5	28	-2	-3.5	2.6	0.4	-7	-47
CC(=O)Nc1ccc(S(=O)(=O)NC2=NCN(c3cccc([N+](=O)[O-])c3)CN2)cc1	-2.7	13	24	0	-2.9	0.8	-0.5	-10	-9
Cn1nnnc1SCc1ccc(C(=O)Nc2nccs2)cc1	-4.0	9	-3	-7	-1.6	2.3	1.9	-5	-7
CCC(Oc1ccccc1OC)C(=O)Nc1ccc2c(c1)OCO2 (stereo not given)	-1.4	-5	40	-8	-0.7	-0.9	-0.5	-11	-26
Cc1cccc(Cn2cc(/C=C/[N+](=O)[O-])c3ccccc32)c1	-2.8	4	23	-2	-4.6	1.8	1.1	2	0
Cc1ccc(S(=O)(=O)NC(C(=O)OCC(=O)NC(=O)c2cccn2C)C(C)C)cc1 (stereo not given)	-1.4	5	30	1	-1.4	1.5	3.6	2	-21
Cc1cc(=O)oc2cc(NC(=O)C(CCCN=C(N)N)NC(=O)OCc3ccccc3)ccc12 (stereo not given)	5.0	-49	35	4	1.7	.	.	9	41*
Cc1cccc(C(=O)Oc2ccc(/C=N/O)cc2)c1	-3.0	6	3	-3	0.1	-0.3	-0.3	-7	-7
COc1ccc(-c2nn(-c3ccccc3)cc2/C=N/Nc2ccc3ccccc3n2)cc1OC	-3.9	-15	-9	2	-2.5	-0.8	-0.2	-11	-26
COc1ccc(CCNC(=O)COc2ccc(S(=O)(=O)N3CCOCC3)cc2)cc1OC	0.6	-4	-31	-6	-0.9	0.3	0.0	-10	-19
COC(=O)CCC(=O)Nc1cc(Cl)cc(Cl)c1	-2.5	-2	39	0	0.8	0.5	0.7	-3	6
CCn1nnc(NC(=O)COc2ccc([N+](=O)[O-])cc2)n1	0.4	1	27	-4	-1.4	-0.1	0.2	8	-5
Cc1cc(C)n2nc(SCC(=O)c3ccc[nH]3)nc2n1	-2.4	-4	22	-1	-1.5	-0.2	0.8	-8	-9
CCCCN(C(=O)CN1C(=O)C2CC=CCC2C1=O)c1c(N)n(CCC)c(=O)[nH]c1=O (stereo not given)	-0.4	-2	-15	1	-0.2	-0.8	-0.1	-8	2
Cc1cc(F)ccc1S(=O)(=O)N1CCCOC1CNC(=O)C(=O)NCc1ccc2c(c1)OCO2 (stereo not given)	-2.1	-6	3	1	-1.6	0.2	2.5	-18	-37
O=C(O)c1cc(NC(=O)c2ccc(Br)cc2)cc(NC(=O)c2ccc(Br)cc2)c1	0.6	13	34	-7	-1.8	0.1	0.7	-16	2
COc1ccccc1N1CCN(C(C)C(=O)Nc2ccc(S(=O)(=O)N3CCOCC3)cc2)CC1 (stereo not given)	-0.1	-19	28	-3	-2.2	4.4	3.0	6	-24
CCOc1cccc2c1OC1(C)CC2NC(=O)N1c1cccc(F)c1 (stereo not given)	-0.8	-3	7	-1	-0.4	-0.7	0.2	0	-6
COc1ccc(NS(=O)(=O)c2ccc(OC)c(NC(=O)CCC3CCCC3)c2)cc1	-2.7	-12	-8	-5	-3.0	-2.2	-0.6	-13	-26
CCN(CC)C(=O)Cn1cc(S(=O)(=O)CC(=O)N2CCCCCC2)c2ccccc21	-2.0	7	-11	-6	-1.9	-0.2	0.9	-12	-19
N#C/C(=C\c1ccccc1[N+](=O)[O-])C(=O)Nc1ccc(S(N)(=O)=O)cc1	-2.4	3	-30	-6	-1.9	3.0	3.4	-14	3
O=C(CSc1nnc(-c2cccnc2)n1CCc1ccccc1)NCc1ccccc1	-0.4	0	2	0	-1.1	-0.3	-0.3	-6	-19
O=C(Nc1ccccc1C(=O)NCc1cccnc1)c1ccccc1F	-0.2	0	.	-1	-1.6	0.1	0.4	2	-4
COc1ccc(C(=O)N/N=C/c2c(CO)cnc(C)c2O)cc1	-4.3	2	16	-8	0.1	0.3	1.1	-5	0
O=[N+]([O-])c1ccc(-c2nc(=S)c3c(o2)CCCC3)cc1	-2.7	-2	8	7	0.0	-0.6	-0.2	-3	6
CCc1cc2c(=O)c(-c3cnn(-c4ccccc4)c3)c(C(F)(F)F)oc2c(CN(C)C)c1O	-2.0	-2	-1	-1	-0.7	-0.1	0.3	-8	-4
Cc1cc(C)cc(NS(=O)(=O)c2ccc3[nH]cc(C(=O)N4CCc5ccccc54)c(=O)c3c2)c1	2.0	-13	-1	-3	-0.6	-1.0	0.9	10	-3
Cc1ccc2nc(C)cc(C(=O)N/N=C/c3ccncc3)c2c1	-1.1	7	19	-3	-1.6	0.8	3.0	-2	-10
CC(NC(=O)C12CC3CC(CC(C3)C1)C2)C(=O)N/N=C/C1=C(N2CCOCC2)C(=C\c2cccc([N+](=O)[O-])c2)/CC1 (stereo not given)	-2.0	5	-9	-4	-1.9	-0.3	0.0	-4	-5
Cc1ccc(C)c(NC(=O)N2CCCCCC2)c1	-1.8	11	41	3	-4.5	-0.8	-0.8	-21	-4
COc1ccccc1C1/C(=C(/O)c2ccc(C)cc2)C(=O)C(=O)N1CC(C)O (stereo not given)	-1.7	-2	41	-5	0.9	-0.4	-0.6	-4	-17
O=C(NNc1cccc(Cl)n1)Nc1ccccc1	-4.9	1	-44	0	-0.5	-0.8	-0.2	-9	-5
Cc1ccc(N2C(=O)c3ccc(C(=O)O)cc3C2=O)cc1C	-0.8	8	19	-1	-1.1	0.8	1.5	2	-2
O=C(Cc1ccccc1)N[C@@H](Cc1ccccc1)C(=O)O	-0.9	5	18	-5	-2.6	-0.2	0.3	-8	0
CC1CCCC(C(=O)O)N1C(=O)CCSC(=O)c1ccccc1 (stereo not given)	1.4	-4	16	3	-1.9	-0.2	-0.4	28	-18
O=C(NC1CCS(=O)(=O)C1)OC1CCCCC1 (stereo not given)	-2.4	6	-1	-1	-0.4	-0.9	0.0	0	0
Cn1cc(S(=O)(=O)Nc2ccc(OC(F)(F)F)cc2)c(=O)n(C)c1=O	-2.9	22	20	-1	-2.3	-0.5	0.3	-9	-6
CCc1ccccc1N(C(C)=O)c1nc(CCl)cs1	-2.5	10	20	-2	-1.0	0.4	0.9	-14	3
Cc1ccc(/C(O)=C2\C(=O)C(=O)N(CCCN(C)C)C2c2ccccn2)cc1 (stereo not given)	1.2	5	.	.	-2.4	.	.	-3	0
CCCC(=O)NC1=C(C#N)C2(CCCCC2)Cc2ccccc21	-3.0	3	0	0	-3.4	-2.8	-0.6	2	-10
O=C(NNS(=O)(=O)c1ccccc1)c1cccnc1	-1.4	-4	8	-3	-1.4	-0.3	0.5	-10	0
Cc1nn(C)cc1/C=N/n1nnnc1N	-1.9	1	-23	-4	-3.1	2.1	0.1	-7	7
COc1ccccc1NS(=O)(=O)c1cc(NC(=O)c2ccc3ccccc3n2)ccc1Cl	-1.4	5	18	-2	-2.5	-1.5	-0.3	-1	2
Cc1ccccc1NC(=O)c1ccc2ccccc2c1	-2.8	-4	19	-12	-3.3	-2.7	-0.2	-12	-5
O=C(c1ccco1)N1CCN(Cc2nc3ccccc3c(=O)n2-c2ccc(F)cc2)CC1	-1.7	1	11	-6	0.6	1.1	0.3	0	-21
O=C(Cn1cnc2ccc(Cl)cc2c1=O)c1cccs1	-3.9	-1	-9	1	-1.0	-0.2	1.6	-10	-1
CC(=O)c1ccc(NC(=O)Cc2cccs2)cc1	-2.2	18	20	-10	-4.8	0.1	1.5	-14	-2
